Compound activity from PubChem.
HTRA1 inhibitor: inhibitors of human serine peptidase HTRA1; recombinant HTRA1, FP-rhodamine activity-based probe, fluorescence polarization; inhibition, % at 5.96 µM; hit rate 0.5% among 340,000; in the data active = inhibition above about 36%;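 also: 0% = enzyme with DMSO and 100% = wells lacking enzyme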
TCR-CD3 inh: inhibitors of human TCR-CD3 interaction | TAMRA-labeled TCR probe fluorescence, biochemical | inhibition, % at 9.4 µM | hit rate 0.37% among 360,000 | AID 651800; in the data active = inhibition above about 19%;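 also: recombinant mutant TCR 2C K166C tagged with TAMRA read by polarization; 0% = receptor in buffer alone and 100% = receptor with positive control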
SIAE primary: inhibitors of human sialic acid acetylesterase SIAE. hit rate 0.69% among 370,000. AID 1053197. Q9HAT2. inhibition, % at 9.66 µM. SIAE FP-Rh probe binding, fluorescence polarization;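 active = inhibition above a cutoff: mean of compounds within the control limits plus 3 SD of those, cut at about 17% in these data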;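 also: 0% = plate median of compound wells and 100% = probe without SIAE protein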
GC-B act: GC-B (human) receptor activation. HEK293-GC-B cells, CNP EC30, cGMP TR-FRET; 0% at EC30 CNP, 100% saturating CNP. activation, % at 10 µM. hit rate 0.11% among 370,000. AID 1920062;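 active = activation at 10 µM reaching about 35% in either raw or pattern-adjusted values, limit read from the data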
Target sequence (P20594 whole entry, looked up): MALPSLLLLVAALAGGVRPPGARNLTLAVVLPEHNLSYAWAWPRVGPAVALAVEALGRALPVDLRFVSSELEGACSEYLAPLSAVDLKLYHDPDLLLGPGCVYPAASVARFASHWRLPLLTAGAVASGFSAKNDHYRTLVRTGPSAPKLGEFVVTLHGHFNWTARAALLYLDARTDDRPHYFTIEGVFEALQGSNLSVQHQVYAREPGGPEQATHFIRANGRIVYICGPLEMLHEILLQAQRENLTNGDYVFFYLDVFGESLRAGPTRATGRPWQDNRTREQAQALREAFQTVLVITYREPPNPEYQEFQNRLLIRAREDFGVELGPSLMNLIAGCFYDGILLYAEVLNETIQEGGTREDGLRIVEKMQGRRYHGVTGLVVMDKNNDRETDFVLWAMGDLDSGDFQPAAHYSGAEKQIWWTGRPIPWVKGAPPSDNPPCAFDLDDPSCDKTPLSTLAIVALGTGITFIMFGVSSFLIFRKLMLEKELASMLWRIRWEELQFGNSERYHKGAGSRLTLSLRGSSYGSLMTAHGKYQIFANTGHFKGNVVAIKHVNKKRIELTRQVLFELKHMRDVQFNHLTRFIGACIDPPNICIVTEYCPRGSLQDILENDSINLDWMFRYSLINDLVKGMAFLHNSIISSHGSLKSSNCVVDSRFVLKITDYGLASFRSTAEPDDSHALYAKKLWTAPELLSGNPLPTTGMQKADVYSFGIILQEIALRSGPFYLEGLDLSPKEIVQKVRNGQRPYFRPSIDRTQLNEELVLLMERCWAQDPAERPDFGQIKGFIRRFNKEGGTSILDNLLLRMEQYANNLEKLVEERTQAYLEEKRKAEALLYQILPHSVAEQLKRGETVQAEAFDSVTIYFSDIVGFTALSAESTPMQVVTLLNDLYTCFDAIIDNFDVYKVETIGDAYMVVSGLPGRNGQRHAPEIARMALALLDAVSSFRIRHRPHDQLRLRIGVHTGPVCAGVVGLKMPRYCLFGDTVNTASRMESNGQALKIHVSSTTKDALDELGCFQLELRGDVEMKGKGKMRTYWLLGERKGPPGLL
MBD2 inh: MBD2-methylated oligo binding inhibition; inhibition, % at 4.4 µM; hit rate 0.31% among 370,000; TR-FRET, MBD2 binding to methylated oligonucleotide; Q9UBB5; in the data active = inhibition above about 13%
rCAG binder: molecules binding r(CAG) RNA repeats | r(CAG) RNA repeat, TO-PRO-1 dye displacement fluorescence | inhibition, % at 3 µM | hit rate 1.3% among 370,000 | AID 651821;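 active = inhibition above the plate cutoff, the mean of all test compounds on that plate plus 3 SD, cut at about 35% in these data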;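 also: 0% = DMSO alone and 100% = 100 µM mitoxantrone as full dye displacement; higher means more dye released from RNA so lower well fluorescence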
PRMT1 inh: inhibitors of human PRMT1. Q99873. recombinant PRMT1, activity-based probe fluorescence polarization. inhibition, % at 2.79 µM. hit rate 1.3% among 370,000. AID 652257;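 active = inhibition above about 21% made by adding two undisclosed values, limit read from the data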
NPR1 activator: GC-A (human) enzyme activation. P16066. HEK293 GC-A cells, cGMP TR-FRET, EC30 ANP; 0% at EC30 ANP, 100% saturating ANP. activation, % at 10 µM. hit rate 0.14% among 370,000; in the data active = activation above about 40%
UHRF1 MBD2 ctr: blocks human UHRF1 binding to methylated DNA. Q96T88. UHRF1 binding to methylated oligo, TR-FRET. inhibition, % at 4.4 µM. hit rate 0.75% among 370,000. AID 687016; in the data active = inhibition above about 21%;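 also: UHRF1 SRA domain binding a hemimethylated CpG hairpin DNA probe; 0% = median of test compound wells and 100% = reference inhibitor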
mABHD4 FP: inhibitors of mouse ABHD4. purified mABHD4, FP-Rh probe fluorescence polarization. inhibition, % at 8.92 µM. hit rate 0.54% among 370,000;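 active = inhibition exceeding the mean over every tested compound plus 3 SD, cut at about 30% in these data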;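 also: 0% = plate median of compound wells and 100% = S159A mutant with DMSO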
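Test system: mABHD4 protein; Read-out basis: % inhibition; Incubation: 45 min + 60 min at 25 °C; Repeats: single replicate; Technique: fluorescence polarization with parallel and perpendicular emission, 525/598 nm; Compound: 8.92 µM, single dose; Benchmarks: full inhibition S159A mutant plus DMSO, zero as sample-well median.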
The depositor's hits bear a star; / = not tested or not shown. The list is partial; the hit share may differ from the screen's.

SMILES	HTRA1 inhibitor	TCR-CD3 inh	SIAE primary	GC-B act	MBD2 inh	rCAG binder	PRMT1 inh	NPR1 activator	UHRF1 MBD2 ctr	mABHD4 FP
N#Cc1c(/N=C/c2ccco2)sc2c1CCC2	4	2	4	0	3	4	8	-1	-1	10
COCC(C)n1c(C)cc(C(=O)COC(=O)c2cc(=O)[nH]c3ccccc23)c1C (stereo unspecified)	-16	-4	4	-3	1	3	4	-1	-5	-3
CCOC(=O)N1CCC2(CC1)C(C#N)=C(N)Oc1n[nH]c(CSc3ccc(C)cc3)c12	1	2	0	2	-5	13	3	-7	-7	3
Cc1ccc(S(=O)(=O)Nc2cc(C(=O)N3CCOCC3)ccc2N2CCCCC2)cc1	-8	7	-1	-2	-5	0	-1	6	2	-2
CCOc1ccc(N(CC(=O)N2CCCCCC2)S(=O)(=O)c2ccc(F)cc2)cc1	-6	9	-8	0	0	-7	-1	-3	2	5
CS(=O)(=O)N1CCCC(C(=O)NCCN2CCC(Cc3ccccc3)CC2)C1 (stereo unspecified)	3	-5	2	2	-1	-2	-3	3	7	-1
Cc1c(NC(=O)c2cnn3c2NC(c2ccccc2)CC3C(F)(F)F)c(=O)n(-c2ccccc2)n1C (stereo unspecified)	4	4	9	1	-5	-6	0	-3	4	1
Cc1ccc(S(=O)(=O)N(Cc2cccc(C)c2)C(=O)N2CCN(C)CC2)cc1	-3	6	0	-3	1	0	-2	-3	-2	0
Cc1ncc2c(c1OC(=O)c1ccc([N+](=O)[O-])cc1)COC(C)(C)OC2	-1	4	6	-8	4	-6	-2	0	0	6
COc1ccc(CNC(=O)O[C@H]2C[C@@H]3C(=O)N(c4ccccc4)C(=O)[C@@H]3[C@@H]3CN(S(=O)(=O)c4ccc(C)cc4)C[C@]23O)cc1OC	-6	-8	1	-1	0	5	1	1	-2	5
Cc1ccc(NC(=O)COC(=O)c2cc(Cl)ccc2[N+](=O)[O-])c(C)c1	-1	2	-2	-1	2	6	2	-7	7	5
O=C(NCCSCc1ccco1)c1ccc(=O)[nH]c1	-4	-2	4	4	-5	4	0	1	1	0
COc1ccc(-c2csc(NC(=O)c3ccc(OCC(=O)N4CCOCC4)c(OC)c3)n2)cc1OC	-13	2	-20	5	-6	18	-2	9	-1	-16
CCOC(=O)C1=C(C(=O)OCC)N(Cc2ccccc2)CCC1=O	4	12	-2	-2	0	3	-4	-1	0	5
Cc1cc(C)cc(NC(=O)CSc2nc(=O)n(CCCN3CCOCC3)c3c2CCCC3)c1	-11	2	-3	2	-1	-6	1	-1	-1	2
CC(C)C[C@H](NC(=O)N1CCn2c1nc1ccccc12)C(=O)NCc1ccco1	3	-2	3	-6	4	-4	4	-5	7	3
Cn1c(CCNC(=O)c2cc(COc3ccc(F)c(F)c3)on2)nc2ccccc21	-12	5	-8	5	3	1	-3	1	1	-1
Cc1c(Nc2c3ccccc3nc3ccccc23)c(=O)n(-c2ccccc2)n1C	-3	0	-2	-9	24*	0	3	-9	-2	-1
N#Cc1c(-n2cccc2C=O)sc2c1CCCC2	-6	-6	-4	-4	-2	0	3	1	3	-10
COc1cccc(/C=C2\Sc3ccc(C(=O)NCC4CCCO4)cc3N(C)C2=O)c1 (stereo unspecified)	-33	-3	-3	12	-6	-2	4	6	0	2

Part of the list above in order of molecular weight, ascending:
SMILES	HTRA1 inhibitor	TCR-CD3 inh	SIAE primary	GC-B act	MBD2 inh	rCAG binder	PRMT1 inh	NPR1 activator	UHRF1 MBD2 ctr	mABHD4 FP
CCOC(=O)C1=C(C(=O)OCC)N(Cc2ccccc2)CCC1=O	4	12	-2	-2	0	3	-4	-1	0	5
Cn1c(CCNC(=O)c2cc(COc3ccc(F)c(F)c3)on2)nc2ccccc21	-12	5	-8	5	3	1	-3	1	1	-1
COc1cccc(/C=C2\Sc3ccc(C(=O)NCC4CCCO4)cc3N(C)C2=O)c1 (stereo unspecified)	-33	-3	-3	12	-6	-2	4	6	0	2

Next part
SMILES	HTRA1 inhibitor	TCR-CD3 inh	SIAE primary	GC-B act	MBD2 inh	rCAG binder	PRMT1 inh	NPR1 activator	UHRF1 MBD2 ctr	mABHD4 FP
CC1(C)CC(=O)c2c(O)cc(OCC(=O)N3CCN(c4ccc(F)cc4)CC3)cc2O1	-11	4	4	-3	0	-5	-1	0	0	3
C=CCn1c(C)cc(C(=O)CSc2nc(N)cc(N)n2)c1C	6	2	-3	-7	-2	3	5	-1	-1	1
COc1ccc(C(=O)Nc2ccc(S(=O)(=O)Nc3nccc(C)n3)cc2)cc1	-6	-1	-2	-1	-2	5	-3	0	2	-1
O=C(c1ccc(C(F)(F)F)cc1)c1c[nH]c(C(=O)NCCCn2ccnc2)c1	5	9	-11	2	0	-2	0	-1	-1	-2
COc1ccccc1NS(=O)(=O)c1cc(NC(=O)Nc2ccc(Cl)cc2Cl)ccc1N1CCCCC1	-25	13	-20	4	2	13	4	-4	1	-6
Cc1ccc(S(=O)(=O)CCc2nnc(NC(=O)CCl)s2)cc1C	6	2	1	3	-5	3	0	-5	1	-3
Cc1ccc(CNCc2cccnc2)cc1	5	-1	2	2	-5	0	-2	-4	0	-2
CC(=O)c1ccc(NC(=O)c2noc(C)c2[N+](=O)[O-])cc1	3	-1	6	-2	3	1	-3	0	1	-1
CCOc1ccc(-n2nnc3c(=O)n(CC(=O)Nc4cc(C)on4)cnc32)cc1	2	-2	5	-1	1	2	-1	-7	0	2
CCc1cc2cc(OC)ccc2nc1SCC(=O)Nc1cc(OC)c(OC)cc1C(=O)O	-8	-7	6	-3	-5	23	-5	2	-4	-1
Cc1noc(C)c1S(=O)(=O)N(C)C[C@H]1Oc2c(NC(=O)Nc3ccc(C(F)(F)F)cc3)cccc2C(=O)N([C@H](C)CO)C[C@@H]1C	-35	-4	-25	-1	8	7	7	-2	5	-16
COc1ccc(N=Cc2nc(-c3ccccc3)oc2OC(C)=O)cc1	5	4	-2	2	-2	-1	3	-4	-3	-11
Cc1ccc(CSCC(=O)N/N=C/c2sccc2C)cc1	-12	-3	-3	-4	-1	3	-2	0	-2	2
CCNC(=O)CSc1ncnc2sccc12	-6	5	-6	1	-1	7	0	1	-3	4
CCOc1ccccc1OCCCC(=O)N1CCN(S(=O)(=O)c2cccc(F)c2)CC1	-3	-3	-4	-1	3	-8	-3	2	0	2
Cc1cccc(N2CCN(c3ccc4cc(S(=O)(=O)N5CCCCC5)ccc4n3)CC2C)c1 (stereo unspecified)	2	-3	-1	5	5	1	2	3	19	3
Cc1nn(-c2ccccc2)c(C)c1/C=C/C(=O)OCC(=O)Nc1ncc(C(F)(F)F)cc1Cl	-3	-5	0	2	5	1	0	-4	4	-3
Cc1cc(C)nc(NC2=NCCN2C(=O)NC2CCCCC2)n1	4	0	3	2	-4	-4	0	-1	3	2
CC(=O)NS(=O)(=O)c1ccc(NC(=O)C(C)NS(=O)(=O)/C=C/c2ccccc2)cc1 (stereo unspecified)	3	1	1	3	-4	3	1	2	-1	4
S=c1[nH]cc(-c2ccccc2)n1-c1cccc(Cl)c1	-1	11	7	-3	-2	2	20	-9	-4	-5
CC(NC(=O)c1ccccc1)C(=O)OCn1nnc2ccccc2c1=O (stereo unspecified)	0	-4	-6	-4	0	3	2	2	1	7
Cc1cc(OCCCCCN2CCCC2)ccc1Cl	-6	0	3	-1	-4	3	-2	2	-1	16
Cn1cccc1C(NC(=O)c1ccccc1)C(Cl)(Cl)Cl (stereo unspecified)	-11	3	3	8	-3	-4	-2	-1	13	-2
COCCNC(=O)c1cc(-c2ccccc2OC)on1	-2	-7	7	-4	1	-1	6	4	1	-1
CCCCn1c(N)c(N(CC(C)C)C(=O)C2CCN(S(=O)(=O)c3ccccc3)CC2)c(=O)[nH]c1=O	5	2	-5	0	0	1	4	0	3	-1
O=C(Nc1ccc(NC(=O)c2cccnc2)cc1)c1ccccc1	8	-3	-1	2	-1	-1	2	4	0	5
COC(=O)c1ccc(CN2C(=O)c3ccccc3C2=O)o1	-1	3	6	3	-3	0	-4	-1	-1	5
O=C(COc1ccc(F)cc1)NCC1(N2CCOCC2)CCCCC1	-2	-11	4	1	0	0	4	1	1	0
COc1cc([N+](=O)[O-])ccc1N/C=C/C(=O)c1cccs1	-9	3	2	2	-2	7	-2	6	-3	1
CC(=O)c1ccc(NC(=O)COC(=O)Cc2ccsc2)cc1	0	-5	0	-5	0	0	-1	1	0	3
CCNc1nc(Sc2ccc(C)cc2)cc(C(F)(F)F)n1	-2	3	-5	-7	3	-5	-1	3	1	-3
O=C(Nc1ccccc1)/C(=C/c1cccc(Br)c1)NC(=O)c1ccco1	-2	-1	-6	2	-4	-1	1	3	-3	0
Cc1cc(OC2CCCCC2)nc(NCc2ccccc2)n1	/	0	-1	3	0	-3	3	2	3	8
N#CCCn1cc(CNCc2ccccc2)c(-c2cccc([N+](=O)[O-])c2)n1	2	-2	1	3	3	2	-1	0	-3	3
O=C(c1cc2cc(Br)cc(Br)c2oc1=O)N1CCOCC1	1	5	14	-1	-6	1	1	6	-3	-6
c1ccc(N2CCN(c3ncnc4sc5c(c34)CCC5)CC2)cc1	-1	-6	-2	4	1	-2	4	-4	12	-2
O=C1CCN(S(=O)(=O)c2ccc(Cl)cc2)CCN1	-2	7	3	3	-6	4	-1	-2	-1	-5
COc1ccccc1-c1cnc(C(O)c2ccc(F)c(F)c2)[nH]1 (stereo unspecified)	/	10	4	3	-6	2	-6	6	1	-4
Cc1noc2ncnc(SCc3ccc(C(F)(F)F)cc3)c12	-3	4	12	-3	2	-4	-2	-10	0	-6
Cc1cc(C)n2cc(CSc3nncn3C)nc2n1	-1	4	4	-1	-1	-2	-1	2	1	1
Cc1nc2c(cnn2-c2ccccc2)c(=O)[nH]1	7	-6	8	-10	-2	-1	2	-1	-1	-4
COCCCN1C(=O)/C(=C\c2ccc3c(c2)OCO3)C(C(=O)OC)=C1C	11	1	2	2	-3	-1	0	-2	-3	-3
COc1cc(C(CCN2CCOCC2)c2c(OC)cc(OC)c3c(C)cc(=O)oc23)cc(OC)c1OC (stereo unspecified)	-1	2	6	-12	1	-7	2	-12	-1	-1
Cc1ccccc1S(=O)(=O)N(C)C[C@@H]1OCc2cnnn2CCCC(=O)N([C@@H](C)CO)C[C@H]1C	0	1	1	2	2	-1	-1	0	-1	-1
COc1ccc(OCC(O)CN2CCN(c3ncccn3)CC2)cc1 (stereo unspecified)	10	-2	-2	4	-5	-8	2	-1	-1	4
O=C(OC1CCOC1=O)c1ccc(S(=O)(=O)N2CCCCCC2)cc1 (stereo unspecified)	-1	4	1	8	0	0	2	6	-1	3
Cc1ccc(NS(=O)(=O)c2c(C(=O)N3CCCC3)c(C)n(C)c2C)cc1	7	9	9	3	2	-1	0	1	0	1
COC(=O)Nc1ccc(S(=O)(=O)NC2CCS(=O)(=O)C2)cc1 (stereo unspecified)	-2	10	3	-3	-1	3	0	2	0	0
CCOC(=O)C1C(=O)C(C(=O)OCC)C(c2cccnc2)NC1c1cccnc1 (stereo unspecified)	-32	0	3	-6	-3	-1	1	-1	1	6
CN1C(=O)C2(CCCCC2)C1c1ccccc1 (stereo unspecified)	7	-1	-1	-3	-7	2	1	2	0	4
Cn1cnnc1SCC(=O)NCCc1ccccc1	5	-12	-5	0	4	-4	1	3	2	-3
O=C(CCSCCC(=O)Nc1c(F)c(F)c(F)c(F)c1F)Nc1c(F)c(F)c(F)c(F)c1F	-1	0	2	-2	2	-2	-1	-2	2	-7
O=C(CCc1nnc2ccc(N3CCC4(CC3)OCCO4)nn12)NCc1ccccc1Cl	4	3	0	-9	-6	-4	1	2	-3	4
